# High-throughput results as filed in PubChem BioAssay.
# N370S GC – inhibits or activates N370S mutant glucocerebrosidase | actives 0.092% (n = 330,000) | N370S GC spleen homogenate, 4MU-glucoside fluorescence | Potency, µM (highest dose often 59.4 µM), for the others: at the top dose activity change, negative = inhibition, usual class: inhibitors | P04062 | AID 2101;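 note: 0% = full enzyme activity and -100% = no enzyme basal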
# TDP1 inh – TDP1 (human) enzyme inhibition; Q9NUW8; recombinant TDP1, AlphaScreen DNA substrate cleavage; actives 0.28% (n = 350,000); Potency, µM (series often up to 130 µM), inactives show top-dose activity change, negative = inhibition, most hits filed as inhibitors; note: nearly all actives have a fitted effect of over 40% in size
# Target sequence (Q9NUW8 whole entry, looked up): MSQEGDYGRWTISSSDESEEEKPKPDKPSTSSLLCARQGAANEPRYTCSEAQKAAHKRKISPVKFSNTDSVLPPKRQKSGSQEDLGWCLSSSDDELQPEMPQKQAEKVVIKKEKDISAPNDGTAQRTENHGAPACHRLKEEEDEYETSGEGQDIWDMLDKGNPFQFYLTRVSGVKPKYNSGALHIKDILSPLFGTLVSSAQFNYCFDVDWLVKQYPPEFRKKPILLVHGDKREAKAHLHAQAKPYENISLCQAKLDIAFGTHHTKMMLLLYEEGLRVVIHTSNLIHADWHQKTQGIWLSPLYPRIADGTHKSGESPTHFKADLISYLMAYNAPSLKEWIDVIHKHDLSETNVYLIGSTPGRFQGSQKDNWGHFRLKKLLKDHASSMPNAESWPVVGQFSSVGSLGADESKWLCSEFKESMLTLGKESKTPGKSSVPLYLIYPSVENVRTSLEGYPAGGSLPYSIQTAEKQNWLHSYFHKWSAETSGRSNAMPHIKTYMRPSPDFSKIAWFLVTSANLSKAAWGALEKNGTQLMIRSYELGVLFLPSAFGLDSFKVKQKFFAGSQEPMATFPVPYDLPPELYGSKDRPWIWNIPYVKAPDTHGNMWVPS
#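 Recombinant human Tdp1 (E. coli-expressed, 1 nM final) preincubated with compounds 15 min at room temperature, then 5'-biotin/3'-phosphotyrosine-FITC DNA substrate (15 nM final) added for 5 min. AlphaScreen beads (10 ug/ml final) added 10 min; cleavage lowers signal.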
# TDP1 cell noCPT – qHTS for Inhibitors of human tyrosyl-DNA phosphodiesterase 1 (TDP1): qHTS in cells in absence of CPT. actives 15% (n = 420,000). Potency, µM (titrated, usually from 46.2 µM), for inactives: at the top dose activity change, negative = growth inhibition, usual class: inhibitors. DT40 Tdp1-/- hTDP1 cells, no CPT, ATP luminescence, 48 h; note: nearly all actives have a fitted effect of over 55% in size
#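 Seeded 400 DT40-hTDP1 cells/well (vehicle DMSO, no 20 nM CPT); pinned compounds; ≥48 hr at 37 °C; CellTiter-Glo luminescence as viability measure.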
# The depositor's hits bear a star; ? = inconclusive; nt = not tested or not shown; & = joins results of further samples; [ ] = remark or other dose. Calls come from the whole dose curve; as a rule, active = well fitted curve in the direction sought with a large enough effect; inconclusive = small, poorly fitted or top-dose-only effect, or another doubt; inactive = no such curve, though single readings can be large; an effect the other way counts as inactive or inconclusive. Unless noted, % is set by controls: 0 for no effect and ±100 for the full control effect; potency is the fitted concentration of half-maximal effect.
SMILES	N370S GC	TDP1 inh	TDP1 cell noCPT
O=C(COC(=O)c1cncc(Br)c1)NCc1ccc2c(c1)OCO2	1%	3%	8%
O=C(Nc1cc(=O)[nH]c2ncnn12)c1ccccc1Cl	6%[2.35 µM]	0%	-6%
CCCCCCCNC(=O)C1(CC2CC(c3ccc(Cl)cc3)=NO2)CCN(C(=O)OC(C)(C)C)CC1 (stereo not given)	0%	nt	21µM*
O=S(=O)(c1ccccc1Br)N1CCN(c2nc(-c3cccs3)nc3ccccc23)CC1	nt	0%	?
Cc1ccc(-n2cc(-c3ccccc3)c3c(NN4CCOCC4)ncnc32)cc1	10%	-4%	23µM*
O=C(NC(=S)NNC(=O)c1ccccc1[N+](=O)[O-])c1ccccc1	-5%	11%	?
Cc1ccc(CSc2ncnc3onc(C)c23)cc1	-1%	0%	-16%
CCCc1nc2ccccc2c(C(=O)OCC(=O)NCc2ccc3c(c2)OCO3)c1CC	-15%	3%	?
Cc1nnc(C)n1/N=C/c1cc(Br)ccc1O	-18%	1%	3%
CCn1c(SC)nc2c(c1=O)SC(C)C2 (stereo not given)	4%	0%	-4%
COc1cnc(-c2ccccc2)nc1Oc1cccc(C)c1C	-25%	2%	?
O=C(c1ccc(-c2cccc(C(F)(F)F)c2)o1)N1CCCCCCC1	27%	nt	-12%
Cc1ccc2oc(-c3cc(NC(=O)/C=C/c4ccco4)ccc3Cl)nc2c1	nt	0%[12.3 µM]	21µM*
COc1ccc(S(=O)(=O)N2CCC(N3CCCC3)CC2)cc1	0%	5%	9%
Cc1ccc(CNC(=O)CCNC(=O)c2ccc([N+](=O)[O-])cc2)cc1	nt	0%	-3%
O=C(Oc1ccccc1C(=S)N1CCOCC1)c1ccc([N+](=O)[O-])cc1[N+](=O)[O-]	-2%	-9%	-20%
Cc1ccc(S(=O)(=O)N=Nc2c(O)[nH]c3ccccc23)cc1C	17%	8%	2%
CCN(CC)S(=O)(=O)c1ccc(C(=O)NCCSc2c[nH]c3ccccc23)cc1	15%	-8%	?
Cc1nnc(SCC(=O)Nc2ncc3c(n2)CC(c2ccccc2)CC3=O)s1 (stereo not given)	1%	5%	-14%
O=C(c1ccc(Cl)cc1Cl)N1CCN(c2ccc(N3CCOCC3)nn2)CC1	?	-1%	?
O=C(c1cccc(Cl)c1)N1CCC2(CC1)NCCc1[nH]cnc12	-37%	2%	2%
O=C(c1ccco1)N1CCN(C(=O)c2cnn3c2NC(c2cccs2)CC3C(F)(F)F)CC1 (stereo not given)	19%	1%	-26%
CCCCNC(=O)c1onc(CSc2cccc(C)c2)c1C(=O)O	1%	1%	1%
O=C(CSCc1ccc(Cl)cc1)N/N=C/c1ccccc1	16%	1%	-19%
CC(=O)c1ccc(NC(=O)C(C)OC(=O)C2CC(=O)N(c3ccc4c(c3)OCCO4)C2)cc1 (stereo not given)	-3%	2%	1%
CCN(CC)CCn1c(=N)n(CC(O)c2ccc(OC)c(OC)c2)c2ccccc21 (stereo not given)	6%	2%	2%
C=CCn1c2ccccc2c2nnc(SCc3[nH]c(=O)[nH]c3C(=O)CCCCC(=O)OCC)nc21	6%	0%	?
COc1cc(NC(=O)C2CC(=O)N(Cc3ccco3)C2)c(OC)cc1Cl (stereo not given)	nt	2%	-1%
CCSc1ccc(-c2nn(-c3ccccc3)cc2/C=C(/C#N)C(=O)NCCCOC)cc1	27%	-7%	1%
CC(C)CCN(C(=O)C1=COCCO1)c1c(N)n(Cc2ccccc2)c(=O)[nH]c1=O	-2%	-3%[0.505 µM]	0%
Nc1nonc1-n1nnc(C(=O)N/N=C/c2ccccn2)c1CNc1ccccc1	-10%	5%	?
COc1ccc2c(c1)OC[C@H]1[C@H]2N2C(=O)CN(Cc3ccco3)C(=O)[C@@]2(C)[C@H]1c1ccccc1	nt	4%	?
CCN1CCN(Cc2nc3c(c(=O)n(C)c(=O)n3C)n2CCc2ccccc2)CC1	9%	0%	-9%
CCOC(=O)c1c(C)nc2sc3c(=O)n(-c4ccc(OC)cc4)nnc3c2c1-c1ccc(OC)cc1	4%	8%	?
O=C(NCCCNC(=O)c1ccco1)c1ccco1	-6%	4%	-7%
COc1ccc(-c2cc(-c3ccccc3)nc3c2COc2ccc(F)cc2-3)cc1	nt	-1%	?
O=C(NNC(=S)NC(=O)c1cn(-c2ccccc2)nc1-c1ccccc1)c1ccncc1	1%	14%	?
N#CCCN(C(=O)COC(=O)CCC(=O)c1cccs1)c1ccccc1	nt	0%	3%
C/C=C/C1=Cc2ccccc2C(C(C(=O)OC)C(=O)OC)N1C(=O)OC (stereo not given)	-5%	1%	nt
CCC(=O)N1CCCc2cc(S(=O)(=O)CCC(=O)Nc3ccccc3C)ccc21	-3%	2%	-27%
Cc1ccc(NS(=O)(=O)c2ccc3nc(-c4ccccc4)[nH]c3c2)c(Br)c1	nt	0%[12.3 µM]	23µM*
COc1ccc(CNC(=O)CN(c2ccc(C)cc2)S(=O)(=O)c2c(C)noc2C)cc1	-5%	0%&0%	?
CCN1CCN(CC(O)COCC2COc3ccccc3O2)CC1 (stereo not given)	6%	4%	-3%
CCc1ccc(OCCNC(=O)c2ccccc2SCc2ccc(F)cc2)cc1	5%	2%	26µM*
NC(=O)CC(NC(=O)c1ccccc1)c1ccc(N2CCCCCC2)c([N+](=O)[O-])c1 (stereo not given)	3%	nt	12µM*
CC(=O)CC(=O)Nc1ccccc1NC(C)=O	4%	5%	1%
Cc1cn(CC(=O)c2ccccc2)c2ccccc12	-2%	7%	15%
CCCCCN(C(=O)CCC(=O)OCc1ccccc1C(F)(F)F)c1c(N)n(CCCC)c(=O)[nH]c1=O	-1%	2%	-26%
C=CCn1c(SCC(=O)NC2CCCCC2)nnc1-c1ccccn1	-2%	-6%	-8%
C[C@@H]1NC(=O)c2cc([N+](=O)[O-])cc(I)c2OCC[C@@H](C(N)=O)NC(=O)[C@H](CCC(=O)O)NC1=O	-4%	5%	nt
O=C(c1ccccc1[N+](=O)[O-])N1CCCC(C(=O)N2CCCCCC2)C1 (stereo not given)	4%	3%	4%
CN(C)CCNC(=O)c1onc(CSc2ccc(F)cc2)c1C(=O)NCCN(C)C	7%	-1%	-18%
NS(=O)(=O)c1ccc(CCNc2cc(=O)n(Cc3ccc(F)cc3)c(=O)[nH]2)cc1	?	5%	-13%
O=C(c1cc(COc2ccc(F)c(F)c2)on1)N1CCN(C2CCCCC2)C(=O)C1	-5%	0%	23µM*
CC(/C=N\NC(=O)c1cc(C)oc1C)=C\c1ccccc1	8%	-3%	?
CC(C)N1CCC2(CC1)N=C(c1ccc3c(c1)OCO3)CC(c1cc(Cl)ccc1O)N2 (stereo not given)	-1%	0%	5.2µM*

# Continued:
SMILES	N370S GC	TDP1 inh	TDP1 cell noCPT
CCCCN(C(=O)CCC(=O)Nc1cc(C)on1)C(C(=O)NC(C)(C)CC)c1cccc(OC)c1OC (stereo not given)	-1%	nt	-13%
CCOc1ccc(NC(=S)N2CCC(NC(=O)C3CCCCC3)CC2)cc1	-5%	7%[0.0935 µM]	-29%
O=C(Cn1c(NCCCO)nc2ccccc21)c1cccc(Br)c1	-27%	5%	-26%
CCCN1C[C@H](CSC)C[C@H]2c3cccc4[nH]cc(c34)C[C@@H]21	-1%[21.6 µM]	9%[56.1 µM]	nt
Cn1c(CSCCOc2ccccc2)n[nH]c1=S	-6%	6%	16µM*
O=C(Nc1nnc(-c2cccnc2)s1)c1cccs1	-10%	1%	-17%
Cc1cccc(N2CCN(C(=O)c3c(C)oc4ncnc(N5CCCCC5)c34)CC2)c1C	nt	5%	8.2µM*
CCOC(=O)C1(Cc2cccc(Cl)c2)CCCN(C(=O)c2cc(C(C)C)nn2C)C1 (stereo not given)	-12%	-4%	?
O=C(NC1CC1)C1CCN(C2CCN(C(=O)CCOc3ccccc3)CC2)CC1	-4%	nt	28%
CC1CCCCC1NC(=O)Cn1nc(-c2ccccc2)ccc1=O (stereo not given)	18%	5%	-16%
Cc1ccc(C)c(S(=O)(=O)N2C(=S)NC(=O)C2C(C)C)c1 (stereo not given)	18%	3%	-13%
Cc1[nH]c2ccccc2c1C(=O)CN1CCN(C/C=C/c2ccccc2)CC1	-12%	8%	18µM*
CCn1cc(C(=O)O)c(=O)c2cc(F)c(N3CCN(S(=O)(=O)c4ccc(Br)cc4)CC3)cc21	-3%	1%	nt
Nc1ccc2oc(-c3cc(Br)ccc3Cl)nc2c1	?	0%	?
O=C(c1nc2ncccn2n1)N1CCN(c2ccccc2)CC1	3%	-1%	-16%
Cc1ccc(S(=O)(=O)NCc2ccc(C(=O)N3CCN(c4ccccc4)CC3)cc2)cc1	-7%	7%	?
CCC1CCC(C(=O)NC(C(=O)Nc2ccc3c(c2)OCCO3)C(C)C)CC1 (stereo not given)	6%	3%	?
CN(C)S(=O)(=O)c1cccc(NC(=O)c2ccc(N3CCCC3=O)cc2)c1	nt	0%	-5%
COC(=O)c1cc(NS(=O)(=O)c2cccc(Cl)c2)ccc1N1CCOCC1	2%	nt	?
COC(=O)c1c(C)oc2ccc(N(C(=O)Oc3ccccc3)S(=O)(=O)c3ccc(C(C)(C)C)cc3)cc12	nt	3%[12.3 µM]	1.5µM*
C=CCNC(=O)Nc1ccc(Br)cc1Cl	7%	3%	?
Cc1cc([N+](=O)[O-])nn1CCCC(=O)NCc1ccccc1	4%	-1%	-16%
Cc1nn(C(C)C(=O)NCc2cccc(F)c2)c(=O)c2c1sc1ccccc12 (stereo not given)	nt	3%	?
O=C(NC(n1ccc(=O)[nH]c1=O)C(Cl)(Cl)Cl)C12CC3CC(CC(C3)C1)C2 (stereo not given)	16%	7%	-16%

# Fetched by structure from above:
SMILES	N370S GC	TDP1 inh	TDP1 cell noCPT
C=CCNC(=O)Nc1ccc(Br)cc1Cl	7%	3%	?
Cc1cc([N+](=O)[O-])nn1CCCC(=O)NCc1ccccc1	4%	-1%	-16%
Cc1nn(C(C)C(=O)NCc2cccc(F)c2)c(=O)c2c1sc1ccccc12 (stereo not given)	nt	3%	?
CN(C)S(=O)(=O)c1cccc(NC(=O)c2ccc(N3CCCC3=O)cc2)c1	nt	0%	-5%
COC(=O)c1c(C)oc2ccc(N(C(=O)Oc3ccccc3)S(=O)(=O)c3ccc(C(C)(C)C)cc3)cc12	nt	3%[12.3 µM]	1.5µM*
O=C(NC(n1ccc(=O)[nH]c1=O)C(Cl)(Cl)Cl)C12CC3CC(CC(C3)C1)C2 (stereo not given)	16%	7%	-16%

# Next section.
SMILES	N370S GC	TDP1 inh	TDP1 cell noCPT
CCOc1c(CNCCSc2nnnn2C)cccc1OC	nt	8%	5%
CC(C)C(=O)Nc1ccc([N+](=O)[O-])cc1Br	18%	0%	-36%
CC(C)CC(=O)N=C1SC2CS(=O)(=O)CC2N1Cc1ccccc1 (stereo not given)	-18%	-3%	-4%
Cc1ccccc1OCCN1C(=O)c2ccccc2C1=O	10%	-1%	-4%
COCCNC(=O)CCSc1nc(-c2ccc(OC)cc2)cc(C(F)(F)F)n1	-13%	1%&7%	21µM*
Cn1c2ccc(CC(=O)O)cc2c2cc(CC(=O)O)ccc21	-11%	-7%	-11%
COc1ccccc1CC(=O)NNC(=O)c1ccco1	-3%	11%[0.0935 µM]	4%
Fc1ccc(-c2cc(C(F)(F)F)nc(NCC3CCCO3)n2)cc1 (stereo not given)	?	nt	-17%

# Full records from above.
# `COCCNC(=O)CCSc1nc(-c2ccc(OC)cc2)cc(C(F)(F)F)n1` reads N370S GC = -13%; TDP1 inh = 1%&7%; TDP1 cell noCPT = 21µM*
# `Cn1c2ccc(CC(=O)O)cc2c2cc(CC(=O)O)ccc21` reads N370S GC = -11%; TDP1 inh = -7%; TDP1 cell noCPT = -11%

# More entries follow.
SMILES	N370S GC	TDP1 inh	TDP1 cell noCPT
COc1ccc(S(=O)(=O)N2CCN(C3CC4CCC3C4)CC2)cc1 (stereo not given)	-6%	10%	-10%
CCCCN(C(=O)c1cc2ccccc2o1)c1c(N)n(CCC)c(=O)[nH]c1=O	3%	5%	-2%
CC1(C)CC(=O)C(N=Nc2cc3c(cc2[N+](=O)[O-])OCCO3)=C(O)C1	?	-4%	?
CCOc1ccc(NC(=O)NC2CCCc3ccccc32)cc1 (stereo not given)	3%	3%	0%
CC(=O)N1c2ccc(S(=O)(=O)NCCc3cccc(C)c3)cc2CC1C (stereo not given)	nt	7%	15µM*
CCOC(=O)c1cnc(-n2nc(C)cc2C)nc1Nc1ccc2c(c1)OCO2	16%	-4%	nt
N#CCC(=O)Nc1ccc(C(=O)OCC(=O)c2ccc3c(c2)OCO3)cc1	-4%	-4%	-17%

# Not all compounds are listed (hit frequency here may not be typical).
